Source: PubChem (National Center for Advancing Translational Sciences (NCATS))
ELG1 DNA repair: qHTS screen for small molecules that inhibit ELG1-dependent DNA repair in human embryonic kidney (HEK293T) cells expressing luciferase-tagged ELG1; HEK293T ELG1-luciferase reporter, luminescence, 16 h; DNA damage induced by 5-fluorouridine; Potency, µM (series often up to 46.1 µM), inactives show at the highest dose activity change, negative = inhibition, actives largely listed as inhibitors; actives 2.3% (n = 330,000); further: potency means the concentration at half of the fitted maximal effect; on the % scale 0 is the no-effect control and ±100 the full control effect; nearly all actives have a fitted effect of over 55% in size
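Step one: seed 2,000 cells per well. Step two: pin-transfer compound or DMSO alongside 5-fluorouridine. Step three: incubate 16 hr, 37 °C, 5% CO2. Step four: add ONE-Glo, wait 30 min, read luminescence.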
TRPV1 ag: HTS Assay for Compounds that Act as Agonists of the Vanilloid Receptor 1; TRPV1-expressing cells, Fluo-8 calcium influx, agonist mode; activation, % at 8.33 µM; actives 0.19% (n = 320,000); AID 540275, 2011; in the data active means activation above about 80%; inconclusive means between about 30% and that limit; further: 0% is about no effect
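Fluo-8 calcium influx in TRPV1-expressing cells, kinetic read (ex 480/em 520 nm). Compound added and read 3 min for agonist activity, followed by capsaicin at EC20 final and 2 min further read for enhancement.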
KCNH2 3.1 inh: qHTS for Inhibitors of KCHN2 3.1: Mutant qHTS. Potassium voltage-gated channel subfamily H member 2, brain isoform KCNH2 3.1 (human). U2OS KCNH2 3.1, thallium flux FluxOr; hits give low values. activity change, % (tested at about 1.8 µM). actives 0.95% (n = 340,000);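 active means maximum activity change below -70%; inconclusive means maximum activity change from -70% to -50%; inactive means maximum activity change above -50%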;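 further: thallium influx rate constant from kinetic fluorescence after stimulation buffer; on the % scale 0 is the no-effect control and ±100 the full control effect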
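Kinetic fluorescence (2 min after stimulation buffer) measures Tl+ influx through KCNH2 3.1 expressed by viral transduction in U2OS cells; the rate constant is normalized against DMSO controls serving as positive and negative references.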
Mito fusion act: qHTS Assay for Small Molecule Inhibitors of Mitochondrial Division or Activators of Mitochondrial Fusion. S. cerevisiae fusion-defective mutant growth rescue, CellTiterGlo 48 h. actives 0.23% (n = 320,000). Potency, µM (series often up to 46.1 µM), inactives show at the top dose growth rescue (activation), hits mostly activators. AID 485298, 2010;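 further: potency means the concentration at half of the fitted maximal effect; % of control where 0% means no effect; nearly all actives have a fitted effect of over 45% in size; temperature-sensitive fusion mutants such as fzo1-1 at 37 °C on non-fermentable ethanol glycerol medium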
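Yeast fusion mutant, YPEG (non-fermentable carbon), compound, 48 h at 37C non-permissive; CellTiterGlo added, 10 min RT, luminescence read. Rescued growth = division inhibition.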
USP2a inh: qHTS Assay for Inhibitors of Ubiquitin-specific Protease USP2a Using CHOP2 as the Reporter | actives 0.01% (n = 330,000) | Potency, µM (highest dose often 38.3 µM), for the others: at the top dose activity change, negative = inhibition, actives largely listed as inhibitors | USP2 core, Ub-CHOP2 coupled fluorogenic reporter, 485/531 | AID 463254, 2010;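 further: potency means the concentration at half of the fitted maximal effect; plate controls were DMSO wells for no effect and full inhibition by NEM control for full effect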
Target sequence (O75604 whole entry, looked up): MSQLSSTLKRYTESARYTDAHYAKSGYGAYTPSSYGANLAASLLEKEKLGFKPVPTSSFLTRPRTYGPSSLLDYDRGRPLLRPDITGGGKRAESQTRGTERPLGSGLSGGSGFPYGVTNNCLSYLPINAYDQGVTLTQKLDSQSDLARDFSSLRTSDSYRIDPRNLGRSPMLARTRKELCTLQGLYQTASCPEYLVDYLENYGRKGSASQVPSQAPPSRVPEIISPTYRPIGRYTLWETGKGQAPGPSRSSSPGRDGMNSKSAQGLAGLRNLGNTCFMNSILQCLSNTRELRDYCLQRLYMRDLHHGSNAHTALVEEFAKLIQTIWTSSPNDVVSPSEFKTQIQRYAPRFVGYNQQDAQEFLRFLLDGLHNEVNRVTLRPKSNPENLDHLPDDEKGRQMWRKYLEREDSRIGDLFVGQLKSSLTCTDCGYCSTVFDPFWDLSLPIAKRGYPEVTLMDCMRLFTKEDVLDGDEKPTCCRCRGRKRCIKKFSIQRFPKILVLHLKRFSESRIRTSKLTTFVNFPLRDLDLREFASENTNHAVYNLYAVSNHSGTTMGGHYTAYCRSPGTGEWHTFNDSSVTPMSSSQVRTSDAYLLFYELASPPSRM
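USP2 core (10nM final) preincubated 30min RT with compound in 20mM Tris-HCl pH 8.0, 2mM CaCl2, 2mM beta-mercaptoethanol, 0.05% CHAPS; 25nM Ub-CHOP2 plus 25nM reporter substrate added, fluorescence (Ex485/Em531) read after 60min.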
TSHR antagonist: Antagonists of the Thyroid Stimulating Hormone Receptor: HTS campaign; TSHR-expressing cells, TSH-stimulated cAMP HTRF, 2 h; hits give low values; Thyrotropin receptor (Homo sapiens), P16473; actives 0.2% (n = 330,000); activity change, negative = inhibition, % at 11.5 µM;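 active means activity change below a set negative limit, meaning inhibition stronger than a set level, cut at about -70% in these data; inconclusive means activity change between two set negative limits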; further: on the % scale 0 is the no-effect control and ±100 the full control effect
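Freshly harvested TSHR cells receive pin-tooled compound, then EC80 TSH at 4nM final. After 2 hours at 37 deg C, antibody in lysis buffer and cAMP-d2 are added; 30 minutes at ambient temperature precede the HTRF read.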
TCR act: Activators of T cell receptors: qHTS campaign; Potency, µM (series often up to 9.22 µM), inactives show at the highest dose activation of IL-2 secretion, actives largely listed as activators; primary human leukocytes, anti-CD3, IL-2 HTRF, 48 h; 330,000 tested, under 10 active; further: % of control where 0% means no effect
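Activity was scored as IL-2 release from primary human leukocytes given only a TCR signal (a-CD3 beads) plus compound for 48 hr. Detection used a two-antibody HTRF format read at 665nm.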
A-T KAP1 phos: qHTS Assay for Identifying a Potential Treatment of Ataxia-Telangiectasia. […] A-T fibroblasts, KAP-1 phosphorylation AlphaLISA; neocarzinostatin DNA damage 30 min before lysis. actives 0.19% (n = 320,000). Potency, µM (doses to about 57.5 µM), for inactives: at the top dose activation, usual class: activators; further: potency means the concentration at half of the fitted maximal effect; % of control where 0% means no effect; nearly all actives have a fitted effect of over 45% in size
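ATM-like activity read as KAP-1 phosphorylation via AlphaLISA donor/acceptor antibody pairs after lysis and 6 hr at 25C. Cells were ATM-null patient fibroblasts ([…], hTERT), dosed 60 min, then exposed to the DSB inducer NCS for 30 min.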
Eya2 phos inh: qHTS Assay for Inhibitors of the Phosphatase Activity of Eya2; recombinant Eya2, OMFP fluorescence dephosphorylation (OMFP is methylfluorescein phosphate); AID 488837, 2010; Potency, µM (doses to about 76.9 µM), inactives show top-dose activity, negative = inhibition, usual class: inhibitors; actives 0.006% (n = 330,000); further: potency means the concentration at half of the fitted maximal effect; on the % scale 0 is the no-effect control and ±100 the full control effect
Target sequence (O00167 whole entry, looked up): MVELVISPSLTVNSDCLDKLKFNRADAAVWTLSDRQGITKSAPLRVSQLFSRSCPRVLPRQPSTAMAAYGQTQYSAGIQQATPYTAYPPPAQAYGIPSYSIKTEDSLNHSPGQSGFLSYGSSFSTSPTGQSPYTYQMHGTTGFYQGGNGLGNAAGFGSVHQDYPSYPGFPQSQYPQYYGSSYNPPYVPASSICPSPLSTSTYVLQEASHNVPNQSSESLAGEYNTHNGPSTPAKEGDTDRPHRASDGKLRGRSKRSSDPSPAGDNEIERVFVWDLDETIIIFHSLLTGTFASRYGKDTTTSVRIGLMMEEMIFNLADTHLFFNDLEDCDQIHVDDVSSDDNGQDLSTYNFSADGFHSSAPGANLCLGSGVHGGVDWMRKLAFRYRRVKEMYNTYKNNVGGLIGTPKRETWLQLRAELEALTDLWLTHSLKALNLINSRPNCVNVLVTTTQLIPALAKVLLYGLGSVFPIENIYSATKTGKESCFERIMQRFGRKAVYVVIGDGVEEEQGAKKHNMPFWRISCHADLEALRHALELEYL
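Eya2 protein (added as 0.2 uM solution) was preincubated with compound for 10 min at ambient temperature in 50 mM HEPES pH 7.5, 50 mM NaCl, 5 uM MgCl2, 0.05% BSA, 1 mM DTT. OMFP (added at 50 uM) then reacted 10 min; fluorescence read at 485/525 nm.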
hERG WT inh: qHTS for Inhibitors of KCHN2 3.1: Wildtype qHTS. activity change, % at 1.84 µM. Voltage-gated inwardly rectifying potassium channel KCNH2 (Homo sapiens), Q12809. U2OS, BacMam KCNH2, thallium flux FluxOr; hits give low values. actives 0.37% (n = 340,000). AID 720551, 2013;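 active means maximum activity change below -70%; inconclusive means maximum activity change between -70% and -50%; inactive means maximum activity change above -50%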; further: on the % scale 0 is the no-effect control and ±100 the full control effect
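U2OS cells were transduced with wild-type KCNH2 virus (2.03 x 10^8 / mL) for 4 h at room temperature, then cultured overnight at 37 C. Thallium flux was read with FluxOr dye. Rate constants were normalized to DMSO controls.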
* = called active by the depositor; ? = inconclusive; nt = not tested or not shown; [ ] = remark or other dose. Unless noted, the call rests on the fitted dose curve; in most records, active means well fitted curve in the direction sought with a large enough effect; inconclusive means small, poorly fitted or top-dose-only effect, or another doubt; inactive means no such curve, though single readings can be large; an effect the other way counts as inactive or inconclusive. A portion of the library; count on the stated rates, not on these rows.

SMILES	ELG1 DNA repair	TRPV1 ag	KCNH2 3.1 inh	Mito fusion act	USP2a inh	TSHR antagonist	TCR act	A-T KAP1 phos	Eya2 phos inh	hERG WT inh
CCOC(=O)C1=C(C)N=C2c3ccccc3C(=O)C2C1c1ccc(C)cc1 (stereo not drawn)	?	-3	-32	4%	-1%	20	1%	-7%	-5%	-2
Cc1oc(-c2cccs2)nc1CN1CCC(C(=O)N2CCCC2)CC1	12%	2	-6	-4%	0%	-8	2%	1%[11.5 µM]	3%	nt
CC1(C)Cc2c(sc3c2c(=O)n(-c2cccc(Cl)c2)c(=O)n3CC(N)=O)CO1	7%	-1	21	-2%	4%	-1	1%	0%	7%	4
CCCNC(=O)c1ccc(COc2ccc(C(C)(C)C)cc2)o1	0%	?	10	?	2%	-9	-2%	-11%	-12%	30
CC(OC(=O)CNC(=O)c1sc2ccccc2c1Cl)c1ccccc1 (stereo not drawn)	15%	-3	-7	11%	1%	-7	-8%	5%	-8%	-10
COC(=O)CSc1nnc(NC(=O)C2CC(=O)N(c3ccc(F)cc3)C2)s1 (stereo not drawn)	-22%	3	nt	-1%	?	?	-1%	18%	-5%	-4
CCOc1ccccc1CN1CCNC(=O)C1CC(=O)NC1CCCCC1 (stereo not drawn)	15%	1	3	-1%	1%	-4	11%	4%	8%	5
O=C(O)c1cccc(N2CCCC2)c1	11%	0	16	3%	5%	-3	2%	-3%	7%	-6
Cc1cccc(C)c1OCC(=O)NC1CC1	-5%	?	17	-2%	0%	-11	-2%	-7%	-3%	11
Cc1ccccc1C(=O)NC(=S)N(C)CCc1ccccn1	24%	-2	0	11%	5%	-5	4%	1%	2%	-12
CCCc1cc(Nc2cccc(OCC)c2)n2ncnc2n1	?	2	0	2%	-1%	-1	nt	14%	2%	9
Cc1nn(-c2ccccc2)c(C)c1C(=O)NCCc1ccc(Cl)cc1	-9%	28	5	-6%	1%	0	-1%	-19%	-25%	-18
CCOC(=O)N1CCN(c2c(NCCN(C)Cc3ccccc3)c(=O)c2=O)CC1	6%	1	8	4%	0%	5	-1%	17%	3%	3
COc1cc(NC(=O)c2ccccc2)c(OC)cc1NC(=O)CN1CCOCC1	?	-1	nt	0%	2%	4	0%	-3%	10%	-6
O=C(c1ccccc1Br)N1CCN(c2ncccn2)CC1	-8%	-4	10	8%	1%	3	2%	-5%	2%	2
O=C(NC1CCc2ccccc21)c1cc(COc2c(F)cccc2F)on1 (stereo not drawn)	4%	26	9	1%	1%	-3	4%	6%	-4%	2
CC(C)N(C(=O)CN1CCC(c2nc3ccccc3[nH]2)CC1)C(C)C	5%	2	3	-3%	0%	3	-4%	6%	6%	6
Nc1nnc(SCC(=O)NNC(=O)c2ccc(Cl)cc2)s1	4%	-4	19	3%	0%	-9	-1%	3%	9%	7
CSCCC(NS(=O)(=O)c1ccc(F)cc1)C(=O)NCc1ccc(S(N)(=O)=O)cc1 (stereo not drawn)	2%	0	11	-9%	-1%	2	-2%	-7%	0%	2
O=C(NC(=S)Nc1ccc2[nH]c(=O)[nH]c2c1)c1cc(Br)ccc1Cl	-3%	-2	-10	0%	0%	0	4%	-4%	0%	9
CCOC(=O)c1c(CN2CCOCC2)n(-c2ccccc2)c2cc(Br)c(O)c(CN(C)C)c12	-19%	23	-1	-17%	0%	-11	-7%	-6%	13%	-17
O=C1c2ccccc2CC1Sc1nnc(-c2ccncc2)o1 (stereo not drawn)	-8%	-1	-7	8%	0%	13	0%	-2%	-12%	-2
COC(=O)Nc1ccc(N2CCOCC2)c(S(=O)(=O)N2CCOCC2)c1	11%	-2	12	-1%	0%	28	-10%	8%	-5%	14
COc1ccccc1CNS(=O)(=O)c1ccc(-n2cccn2)cc1	7%	1	2	3%	2%	-111*	0%	25%	1%	4
O=C(NCc1ccco1)C(=O)NCC1OCCN1C(=O)c1ccc(Cl)cc1 (stereo not drawn)	7%	-7	0	-2%	12%	3	-6%	2%	5%	-5

Single entries from the results shown:
O=C1c2ccccc2CC1Sc1nnc(-c2ccncc2)o1 (stereo not drawn) @ Mito fusion act: 8%
Nc1nnc(SCC(=O)NNC(=O)c2ccc(Cl)cc2)s1 @ Mito fusion act: 3%
O=C(NCc1ccco1)C(=O)NCC1OCCN1C(=O)c1ccc(Cl)cc1 (stereo not drawn) @ A-T KAP1 phos: 2%
CCOC(=O)N1CCN(c2c(NCCN(C)Cc3ccccc3)c(=O)c2=O)CC1 @ hERG WT inh: 3

Other results follow:
SMILES	ELG1 DNA repair	TRPV1 ag	KCNH2 3.1 inh	Mito fusion act	USP2a inh	TSHR antagonist	TCR act	A-T KAP1 phos	Eya2 phos inh	hERG WT inh
Cc1noc2ncnc(Sc3c(Cl)cccc3Cl)c12	?	-1	-8	10%	6%	-16	-5%	nt	-29%	-16
COc1ccc(-c2nnc(NC(=O)c3ccc([N+](=O)[O-])o3)o2)c(OC)c1	-4%	-4	3	-7%	-1%	1	2%	-7%	2%	5
C[C@H](CO)N1C[C@H](C)[C@@H](CN(C)Cc2ccc(C(=O)O)cc2)Oc2ccc(NC(=O)Cn3cnnn3)cc2C1=O	20%	nt	24	nt	0%	6	-2%	-8%	-6%	20
Cc1cc(=O)c2cc(Cl)ccc2[nH]1	4%	-4	28	6%	4%	30	-1%	0%	?	2
CC(=O)C1=C(C)NC(SCC(=O)Nc2nccs2)=C(C#N)C1c1ccccc1Cl (stereo not drawn)	-23%	3	-35	4%	0%	-3	6%[46.1 µM]	5%	-2%	-7
CC(CN(C)Cc1nc(Cc2cccc(C(F)(F)F)c2)no1)CN1CCCC1 (stereo not drawn)	4%	0	-10	-2%	2%	8	-2%	-1%	-11%	35
O=C1CCc2cc(S(=O)(=O)NC(C(=O)N3CCN(c4ccccn4)CC3)c3ccccc3)ccc2N1 (stereo not drawn)	11%	-4	-8	15%	-1%	-3	-1%	-4%	-11%	-117*
COc1cccc(OC)c1C(=O)Nc1c(C(=O)N2CCN(c3ccccn3)CC2)oc2ccccc12	?	21	-5	-7%	0%	21	7%	-1%	-1%	3
CC1=C(C(=O)Nc2ccc(C(=O)NCCC(C)C)cc2)SCCO1	1%	1	-6	-25%	1%	-4	4%	5%	-5%	30
COc1cc2c(cc1NC(=S)Nc1cccc(C(F)(F)F)c1)oc1ccccc12	14%	-1	2	9%	6%	-8	3%	-1%	-9%	-14
NC1=NC(c2cccc(O)c2)n2c(nc3ccccc32)N1 (stereo not drawn)	7%	7	-12	-2%	-1%	2	16%	5%	-8%	5
CC1=CC(C)[C@H](/C=N/n2c(=O)[nH]c3c([nH]c4ccc(Br)cc43)c2=O)C(C)C1 (stereo partly drawn)	?	-5	-4	-1%	1%	-8	2%	9%	-4%	-12
CC(C)c1ccc(/C=N/N2CCCCC2)cc1	?	-4	-7	1%	1%	0	-5%	-3%	-6%	0
Cc1ccc(N=C2SC(C(=O)Nc3ccc(OC(F)(F)F)cc3)C(N)=C2C(=O)Nc2c(C)cc(C)cc2C)cc1 (stereo not drawn)	-24%	-7	-11	3%	-2%	3	3%	7%	-2%	-6
CCOC(=O)c1cc(C(=O)NN)c(C)nc1C	-4%	1	19	-6%	-1%	1	1%[46.1 µM]	-17%	7%	-1
C[C@@H]1C[C@H]2[C@@H]3C[C@H](F)C4=CC(=O)C=C[C@]4(C)[C@@]3(Cl)[C@@H](O)C[C@]2(C)[C@H]1C(=O)COC(=O)C(C)(C)C	?	0	8	11%	2%	1	-6%	-1%	1%	-9
O=C(O)CCCN1C(=O)C2C3CC(C2C1=O)C1C(c2ccccc2)c2sc(=O)[nH]c2SC31 (stereo not drawn)	-3%	0	3	1%	3%	7	0%	2%	12%	-15
N#CC(C#N)=C/C=C(\Nc1ccc(Cl)cc1)c1ccc(Cl)cc1	-15%	?	7	-8%	0%	-6	0%	10%	-9%	2
C/C(=N/Oc1nc(C)cc(C)n1)c1ccccc1	?	-3	0	-3%	1%	-8	4%	-2%	-3%	11

Not a retest: 2 of the compounds above.
SMILES	ELG1 DNA repair	TRPV1 ag	KCNH2 3.1 inh	Mito fusion act	USP2a inh	TSHR antagonist	TCR act	A-T KAP1 phos	Eya2 phos inh	hERG WT inh
CC(CN(C)Cc1nc(Cc2cccc(C(F)(F)F)c2)no1)CN1CCCC1 (stereo not drawn)	4%	0	-10	-2%	2%	8	-2%	-1%	-11%	35
O=C1CCc2cc(S(=O)(=O)NC(C(=O)N3CCN(c4ccccn4)CC3)c3ccccc3)ccc2N1 (stereo not drawn)	11%	-4	-8	15%	-1%	-3	-1%	-4%	-11%	-117*
